Source: PubChem (Southern Research Specialized Biocontainment Screening Center)
tuberculosis growth: growth inhibition of non-replicating M. tuberculosis (AID 488890); inhibition, % at 25 µM, or IC50 in µM where a hit was titrated; Mycobacterium tuberculosis non-replicating, growth inhibition; higher % means a stronger effect; actives 0.39% (n = 320,000); in the data active = a potency from the dose series; inconclusive = inhibition mostly from about 82% at the one dose, without a potency; inactive = the rest, 99 in 100 with inhibition below about 76%;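 also: plate controls were DMSO cells for no effect and high antibiotic wells for full effect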
influenza NS1A: NS1A inhibition, H1N1 influenza, cell based functional assay (AID 504329) | one-dose inhibition, % at 12.5 µM; IC50 in µM for titrated hits | NS1A functional cell-based assay, percent inhibition; higher % means a stronger effect | actives 0.3% (n = 340,000); in the data active = a potency from the dose series; inconclusive = inhibition above about 27% without an active follow-up result; also: strong numbers were not always called active
VEEV TC-83 Vero: inhibitors of VEEV TC-83 cytopathic effect, confirmation, Vero cells (AID 588727). Vero cells, VEEV TC-83 cytopathic effect inhibition; higher % means a stronger effect. inhibition, % at 20 µM; hits with a dose series show IC50 in µM. actives 0.13% (n = 350,000); in the data active = a potency from the dose series; inconclusive = inhibition mostly from about 14% at the one dose, without a potency; inactive = the rest, 99 in 100 with inhibition below about 12%; also: strong numbers were not always called active
PhoP GFP inhibition: Inhibition of PhoP regulon, Salmonella typhi GFP reporter cells, confirmation, 4 h (AID 1850). Salmonella Typhi PhoP-promoter GFP reporter, fluorescence, 4 h; higher % means a stronger effect. inhibition, % at 50 µM, or IC50 in µM where a hit was titrated. actives 0.33% (n = 310,000); in the data active = a potency from the dose series; inconclusive = inhibition mostly from about 25% at the one dose, without a potency; inactive = the rest, 99 in 100 with inhibition below about 19%;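 also: 0% = induced wells with vehicle and 100% = uninduced wells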
H37Rv inhibition: M. tuberculosis growth inhibition, HTS (AID 449762). M. tuberculosis H37Rv growth inhibition, 7H9 media; higher % means a stronger effect. inhibition, % at 25 µM; hits with a dose series show IC50 in µM. actives 0.59% (n = 330,000); in the data active = a potency from the dose series; inconclusive = inhibition above about 70% without an active follow-up result;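 also: bacterial growth assessed after seven days of incubation; strong numbers were not always called active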
VEEV TC-83 Vero 10K pilot screen: second read-out of VEEV TC-83 Vero, no call of its own (marks repeat the call); inhibition, %; measured here: 10K pilot screen inhibition
The depositor's hits bear a star; i = inactive; ? = inconclusive; . = no result given.

SMILES	tuberculosis growth	influenza NS1A	VEEV TC-83 Vero	PhoP GFP inhibition	H37Rv inhibition	others
CCOC(=O)NC(=O)/C(C#N)=N/Nc1c(F)cccc1F	-6%	4%	0.7%	9%	-6%
CCCCCCc1ccc(OCC(=O)O)cc1OCC(=O)O	9%	0%	2.2%	-1%	-13%
O=[N+]([O-])c1cn(Cc2ccc(Cl)cc2)cn1	-3%	4%	1.1%	0%	5%
COc1ccc(N2CCN(C(=O)[C@@H](NC(=O)c3ccccc3Cl)C(C)C)CC2)cc1	22%	-3%	0.3%	13%	0%
O=S(=O)(Nc1nccs1)c1cnc(Cl)c(Br)c1	15%	-5%	1.0%	0%	-3%
COc1ccc(C(=O)Nc2cc([N+](=O)[O-])ccc2N2CCN(C)CC2)cc1	-2%	7%	0.8%	-2%	-6%
O=C(NCCCN1CCCC1)c1ccc(CSCc2cccc(Cl)c2)o1	11%	20%	i	2%	-1%
COc1cc(/C=N/NC(=O)C23CC4CC(CC(C4)C2)C3)cc(Br)c1O	33%	8%	0.6%	-2%	0%
CCCn1c(SCC(=O)NC2CC2)nnc1-c1cccs1	-13%	-7%	0.2%	-5%	-14%
Cc1cnc(C(=O)Nc2ccc(N3CCOCC3)cc2)cn1	3%	-4%	1.2%	-5%	1%
O=C(N/N=C/c1ccccn1)c1ccc(Cl)cc1	?	-6%	13%	-12%	61%
Cc1nc(N2CCOCC2)nc2c1CCC2	-4%	-8%	0.6%	-4%	8%
COc1cc(NC(=S)NCc2cccnc2)cc(OC)c1	34%	-2%	i	-9%	-4%	VEEV TC-83 Vero 10K pilot screen=0.7
CN(C)C(=O)CCc1ccc2c3c([nH]c2c1)[C@]1(C)[C@@H](C(=O)N2CCCCC2)C[C@H](CC(=O)NCc2cccc(C(F)(F)F)c2)C(=O)N1CC3	.	22%	2.0%	.	.
CCOC(=O)C1CCCN(S(=O)(=O)c2ccc3ccccc3c2)C1 (stereo not given)	8%	-7%	2.1%	-13%	-4%
COC(=O)CCC(=O)OC1(C)C(=O)C=C2C=C(C3CC3)N(Cc3ccccc3)C=C2C1=O (stereo not given)	40%	-59%	0.9%	10%	6%	VEEV TC-83 Vero 10K pilot screen=0.8
O=C(c1ccco1)N1CCN(C(=O)C(Sc2ccccc2)c2ccccc2)CC1 (stereo not given)	17%	2%	0.3%	12%	-5%
Cc1csc(NC(=O)CSc2nnc(Cc3cccn3C)n2CCc2ccccc2)n1	7%	0%	10%	-3%	-6%
CC(C)CC(=O)Nc1cccc2c1C(=O)N(c1ccccc1)C2=O	-4%	-6%	i	1%	-6%
O=C(c1cc2ccccc2oc1=O)N1CCN(c2ccc(N3CCOCC3)nn2)CC1	.	6%	0.6%	8%	3%
O=C(CCNC(=O)C1CCN(S(=O)(=O)c2ccc(F)cc2)CC1)NCc1ccccc1Cl	7%	13%	1.4%	-8%	-5%
COc1ccc([C@@H]2[C@H]3CN(C(C)=O)CC=C3C(C#N)=C(N)C2(C#N)C#N)c2ccccc12	.	1%	3.4%	.	.
CCOc1ccc(C(=O)NN2C(=S)NC(C)(C)C=C2C)cc1	-6%	-3%	1.6%	-5%	5%
Cc1ccccc1CNC(=O)c1ccccc1C	-3%	3%	i	-5%	4%
Cc1ccc(-n2nc3c(=O)n(CCCC(=O)NCc4ccc(C)o4)nc(C)c3c2C)cc1	19%	-4%	2.0%	-2%	-7%
CC(C)(C)c1ccc(C(=O)NCC(=O)OCC(=O)c2ccc3c(c2)-c2ccccc2C3)cc1	57%	-5%	2.7%	-5%	17%
CC(=O)C(C(c1ccccc1)N1CCOCC1)N1CCOCC1 (stereo not given)	.	3%	13%	.	.
CCN(Cc1ccncc1)Cc1cn[nH]c1-c1ccc(OC)cc1F	6%	11%	9.2%	2%	3%
O=C(NC1CCCc2ccccc21)C1CCC(CNc2c(N3CCOCC3)c(=O)c2=O)CC1 (stereo not given)	.	-4%	0.7%	2%	-12%
CCOc1ccc(CNc2ncnc(N)n2)cc1	0%	9%	i	3%	-3%
COc1cccc(Nc2nnc(SCC(=O)Nc3sccc3C(N)=O)s2)c1	33%	-1%	9.1%	10%	1%
Cc1ccc(S(=O)(=O)N2CCOCC2)cc1NC(=O)CSc1nccn1C	-3%	-3%	i	-9%	3%
O=C(OCC(=O)N1CCN(C(=O)c2ccco2)CC1)c1sc2cc(F)ccc2c1Cl	30%	20%	1.9%	-7%	5%
N[C@@H](Cn1oc(=O)[nH]c1=O)C(=O)O	-7%	-4%	0.8%	-8%	-3%
Cc1cc(OCC(=O)Nc2nnc(C3CC3)s2)ccc1[N+](=O)[O-]	3%	3%	0.4%	0%	-4%
COc1ccc(CCNC(=O)c2sc3ccccc3c2Cl)cc1OC	72%	1%	2.7%	-13%	12%
CC(C)c1ccc(S(=O)(=O)c2n[nH]n3c2nc(=O)c2ccccc23)cc1	16%	-4%	1.1%	6%	7%
Cc1cccc(-c2cc3nc(-c4ccccc4)cc(N4CCC5(CC4)OCCO5)n3n2)c1	27%	-25%	5.1%	1%	35%
O=C1N=C(N2CCCCC2)SC1=C1CCCC1	70%	20%	1.9%	3%	-2%
COc1ccc(CN(C)C(=O)c2ccc(NS(=O)(=O)c3ccc(F)cc3)cc2)c(OC)c1OC	18%	-15%	7.6%	-5%	-14%

Among those listed so far, these have bromine:
SMILES	tuberculosis growth	influenza NS1A	VEEV TC-83 Vero	PhoP GFP inhibition	H37Rv inhibition	others
O=S(=O)(Nc1nccs1)c1cnc(Cl)c(Br)c1	15%	-5%	1.0%	0%	-3%
COc1cc(/C=N/NC(=O)C23CC4CC(CC(C4)C2)C3)cc(Br)c1O	33%	8%	0.6%	-2%	0%

Going on with the list.
SMILES	tuberculosis growth	influenza NS1A	VEEV TC-83 Vero	PhoP GFP inhibition	H37Rv inhibition	others
CCOC(=O)c1c(-c2ccccc2)oc2ccc(OC)cc12	10%	-16%	5.5%	14%	52%
CCCCCOc1ccc(N2C(=O)C3C4C=CC(C3C2=O)N(C)C4=O)cc1 (stereo not given)	12%	-14%	1.6%	-4%	96%
O=C(CSc1nc2ccccc2o1)N1c2ccccc2Sc2ccccc21	20%	-6%	1.8%	-6%	5%	VEEV TC-83 Vero 10K pilot screen=5.4
Cc1ccc(NC(=O)CN(C)C(=O)CSc2ncc(C(F)(F)F)cc2Cl)cc1	-2%	-4%	0.8%	-1%	1%
Cc1ccc(NC(=O)Cc2ncc(C(F)(F)F)cc2Cl)cc1Cl	2%	-4%	0.7%	-3%	-5%
CCOC(=O)c1cc(-c2ccco2)nn1-c1ccc(C)cc1	6%	0%	0.8%	3%	0%
O=C(CNC(=O)OCc1ccccc1)NC1CCCCCCC1	-4%	-8%	0.6%	-5%	-3%
O=C(NC1CCCCC1)C1Cc2ccccc2CN1S(=O)(=O)c1ccc(F)cc1 (stereo not given)	19%	3%	i	-6%	1%
CCOC(=O)/C=C1\SCC(=O)N1CC(=O)NC12CC3CC(CC(C3)C1)C2	13%	0%	0.1%	-3%	-1%
CN1CCCN(C(=O)CC2(CC(=O)O)CCCC2)CC1	-13%	3%	1.8%	-3%	-10%
Cc1ccc(CNC(=O)COc2ccccc2-c2ccccc2)cc1	29%	1%	6.3%	-2%	10%
Cc1ccc(C(=O)N2CCCC(CCC(=O)N3CCN(c4ccccn4)CC3)C2)s1 (stereo not given)	5%	-4%	1.0%	2%	-3%
COC(=O)c1ccc(OCC2c3cc(OC)c(OC)cc3CCN2C(=O)c2ccco2)cc1 (stereo not given)	15%	-3%	i	-10%	5%
CNC[C@@H](C)NC[C@@H](Cc1ccccc1)NCCc1ccccc1	-2%	10%	0.1%	20%	2%
COc1cc(NC(=O)COc2ccccc2)c(OC)cc1NC(C)=O	12%	3%	3.6%	-5%	0%
CN(C)c1ccc(/C=N/Nc2cccc(C(=O)O)c2)cc1	5%	21%	i	8%	4%
CCn1c(SCc2nc(N)nc(N3CCCCC3)n2)nc2c1c(=O)n(C)c(=O)n2C	-2%	15%	0.2%	2%	3%
CC(OCc1ccccc1)C(NC(=O)OC(C)(C)C)C(=O)NCC1CCCO1 (stereo not given)	-10%	1%	1.8%	-8%	-6%
Cc1ccc(NC(=O)C2COc3ccccc3O2)nc1 (stereo not given)	6.3µM*	-2%	8.7%	-2%	3%
O=C(Cc1ccc(Cl)cc1)Nc1ccc(S(=O)(=O)Nc2cnc3ccccc3n2)cc1	2%	3%	1.2%	-7%	3%

Next part, overlapping the part above by five compounds.
SMILES	tuberculosis growth	influenza NS1A	VEEV TC-83 Vero	PhoP GFP inhibition	H37Rv inhibition	others
CN(C)c1ccc(/C=N/Nc2cccc(C(=O)O)c2)cc1	5%	21%	i	8%	4%
CCn1c(SCc2nc(N)nc(N3CCCCC3)n2)nc2c1c(=O)n(C)c(=O)n2C	-2%	15%	0.2%	2%	3%
CC(OCc1ccccc1)C(NC(=O)OC(C)(C)C)C(=O)NCC1CCCO1 (stereo not given)	-10%	1%	1.8%	-8%	-6%
Cc1ccc(NC(=O)C2COc3ccccc3O2)nc1 (stereo not given)	6.3µM*	-2%	8.7%	-2%	3%
O=C(Cc1ccc(Cl)cc1)Nc1ccc(S(=O)(=O)Nc2cnc3ccccc3n2)cc1	2%	3%	1.2%	-7%	3%
CCOC(=O)c1cc([N+](=O)[O-])cc([N+](=O)[O-])c1Sc1ncnc2nc[nH]c12	.	4%	0.9%	.	.
O=C(O)C1C2C=CC(C2)C1C(=O)NCc1ccc(Cl)cc1Cl (stereo not given)	-5%	-4%	0.7%	1%	7%
COc1ccc(CC(=O)NNC(=S)Nc2ccc(Br)cc2)cc1	78%	7%	3.0%	-12%	-6%
COc1cc(C(=O)NCc2nnc(SCC(=O)NCc3ccccc3)o2)cc(OC)c1OC	-12%	2%	0.1%	0%	-1%
O=C(CN(c1ccccc1)S(=O)(=O)c1ccccc1)N/N=C/c1ccc(OC2CSC2)cc1	4%	.	.	-10%	-1%
COc1ccc(/C=N\N=C2/SC(CC(=O)O)C(=O)N2c2ccc(O)cc2)cc1 (stereo not given)	-21%	2%	1.6%	-9%	-8%
O=C(NCc1cnc2ccccn12)C1CCC(=O)N(Cc2cccc(F)c2)C1 (stereo not given)	-1%	-5%	2.5%	1%	-2%
CCN(CC)CCn1c(NCc2cc(OC)ccc2OC)nc2ccccc21	-3%	2%	0.7%	30%	-3%
Cc1onc(-c2ccccc2)c1-c1nc2ccccc2c(=O)o1	?	-2%	4.1%	-12%	13%
CC(Nc1ccc(Cl)c(Cl)c1)C(=O)NN (stereo not given)	-16%	-1%	2.9%	-2%	0%
COc1ccc(C(=O)O)cc1NC(=S)NC(=O)Cc1ccc(Cl)cc1	19%	-3%	1.4%	6%	?
O=C(N/N=C/c1cccc2ccccc12)c1ccccc1Cl	20%	1%	4.8%	5%	4%
CC1CCCN(CCCOc2ccc([N+](=O)[O-])cc2)C1 (stereo not given)	84%	-5%	1.0%	33%	-5%
CC1Cc2ccccc2N1C(=O)CSc1nnc(-c2ccc(S(=O)(=O)N3CCOCC3)cc2)n1C (stereo not given)	34%	8%	1.0%	13%	13%
Cc1cccc(NC(=O)CN2CCN(C(=O)CNC(=O)Cc3cccc4ccccc34)CC2)c1C	1%	-8%	i	.	-9%
COc1ccc(S(=O)(=O)N2CCN(Cc3ccccc3[N+](=O)[O-])CC2)cc1	-14%	-1%	i	-1%	-4%
O=C(Cc1c(F)cccc1Cl)Nc1nc2ccccc2s1	34%	-5%	2.4%	1%	25%
CCCCC(=O)Nc1ccc(N2CCCC2)cc1	75%	1%	1.1%	1%	16%
CCCCCCCC[n+]1cccc(C(=O)N(CC)CC)c1	44%	-13%	i	-7%	-3%
COc1ccc(NC(=O)Nc2ccc(C(=O)N3CCOCC3)cc2)cc1	0%	-2%	0.3%	1%	1%
ClCc1c2ccccc2cc2ccccc12	7%	-6%	i	8%	33%
O=S(=O)(c1ccc(F)cc1)c1nc(-c2ccco2)oc1Nc1ccc(F)cc1	20%	4%	4.6%	-12%	0%
O=P(Oc1ccccc1)(Oc1ccccc1)c1ccccc1	34%	-6%	0.1%	20%	3%
COc1ccc(C)cc1N(C(=O)CNC(=O)c1ccco1)C(C(=O)NC1CCCC1)c1cccnc1 (stereo not given)	9%	7%	0.2%	2%	5%
Cc1ccc(C(=O)OCC(=O)NC(C)c2ccccc2)s1 (stereo not given)	40%	1%	2.6%	.	3%
CCc1noc(C)c1C(=O)Nc1ccccc1N1CCOCC1	2%	-8%	i	7%	2%
Cc1cc(CNC(=O)c2ccc3c(c2)OCO3)c2ccccc2n1	56%	-15%	0.1%	-6%	-5%

Not a hit list; about 1.5% have a hit in one of these screens.
